# PDI inh – PDI (human) enzyme inhibition. P07237. PDI insulin aggregation turbidity, A650, 90 min. inhibition, % at 10 µM. 0.052% of 350,000 active;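 active = mean inhibition across replicates of 30% or more, whatever share of single replicates reach that level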;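 also: absorbance from insulin aggregation driven by PDI reduction with DTT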
# Target sequence (P07237 whole entry, looked up): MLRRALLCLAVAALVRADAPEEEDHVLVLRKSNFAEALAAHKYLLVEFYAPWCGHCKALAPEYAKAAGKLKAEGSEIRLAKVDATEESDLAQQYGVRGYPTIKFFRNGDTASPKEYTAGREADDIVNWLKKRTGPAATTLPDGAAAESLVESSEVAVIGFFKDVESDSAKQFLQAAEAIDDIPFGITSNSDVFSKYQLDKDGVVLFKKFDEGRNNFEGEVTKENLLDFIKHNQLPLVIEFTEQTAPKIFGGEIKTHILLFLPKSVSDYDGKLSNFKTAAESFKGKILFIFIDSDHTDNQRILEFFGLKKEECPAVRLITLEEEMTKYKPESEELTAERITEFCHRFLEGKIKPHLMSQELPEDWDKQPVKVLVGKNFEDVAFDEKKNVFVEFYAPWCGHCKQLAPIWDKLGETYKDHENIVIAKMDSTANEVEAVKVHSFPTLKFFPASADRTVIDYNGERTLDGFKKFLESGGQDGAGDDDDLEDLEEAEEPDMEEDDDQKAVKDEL
# TRPM1 prom inh – reduces MITF-dependent TRPM1 promoter luciferase signal | SK-MEL-5 TRPM1 promoter luciferase, 24 h | inhibition, % at 12.5 µM | 0.83% of 330,000 active;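 active = mean inhibition across replicates of 60% or more, whatever share of single replicates reaches that level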; also: values of inactives mirror those of a sister screen read the other way
# NR2E3 ag-1 – agonists of human nuclear receptor NR2E3 | 0.12% of 320,000 active | inhibition of corepressor binding, % at 4.78 µM | Q9Y5X4 | GST-NR2E3/biotin-RetCOR TR-FRET, 1536-well | AID 2300;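 active = percent inhibition above the cutoff of mean plus 3 SD of all tested compounds, set per screening campaign, cut at about 20% in these data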;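 also: 0% = DMSO wells and 100% = biotin wells as full block of FRET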
# Target sequence (Q9Y5X4 whole entry, looked up): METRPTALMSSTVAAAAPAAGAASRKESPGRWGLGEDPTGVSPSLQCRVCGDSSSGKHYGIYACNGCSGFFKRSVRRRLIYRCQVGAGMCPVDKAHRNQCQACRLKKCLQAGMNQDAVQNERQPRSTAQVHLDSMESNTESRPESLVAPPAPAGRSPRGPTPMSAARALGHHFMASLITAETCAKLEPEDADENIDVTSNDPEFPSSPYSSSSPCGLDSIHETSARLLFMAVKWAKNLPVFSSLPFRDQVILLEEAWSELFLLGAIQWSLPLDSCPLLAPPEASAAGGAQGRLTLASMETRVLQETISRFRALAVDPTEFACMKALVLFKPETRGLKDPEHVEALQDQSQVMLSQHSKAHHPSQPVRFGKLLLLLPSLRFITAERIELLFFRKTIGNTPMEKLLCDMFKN
#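 Test system – NR2E3–RetCOR corepressor complex · Quantity – NR2E3 fusion 1.35 nM · Buffer or medium – Tris pH 7.5 · Incubation – Compound–protein incubation for 5 h at 4 °C · Technique – TR-FRET, Eu(K)-anti-GST donor, streptavidin-D2 acceptor, ex 340, em 617/671 nm · Evaluation – percent inhibition of 671/617 nm emission ratio versus biotin and DMSO controls · Plate – 1536-well format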
# Vif inh – HIV Vif inhibition. inhibition, % at 7.49 µM. HEK293T cells, Vif self-association by quenched fluorescence, imaging, 24 h. AID 602346. 0.35% of 340,000 active; in the data active = inhibition above about 50%, passing the limit was not always enough; also: some results filed as inactive read as strong as hits
# Peg3 promoter – inhibitors of Peg3 promoter; HeLa PEG-Prom luciferase reporter, luminescence, overnight; inhibition, % at 20 µM; 1.7% of 360,000 active; AID 588405;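 active = inhibition of at least 50% at 20 µM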
# Granule exo inh – blocks lytic granule exocytosis; TALL-104 LAMP-1 surface exposure, flow cytometry; cells stimulated with thapsigargin and PMA; inhibition, % at 10 µM; 0.66% of 360,000 active;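 active = inhibition above about 55%, limit read from the data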
# NR2E3 ag-2 – activates human NR2E3 receptor; CHO-S Gal4-NCOR/VP16-NR2E3 two-hybrid, luciferase; inhibition of corepressor binding, % at 3.98 µM; AID 602229; Q9Y5X4; 0.35% of 360,000 active;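 active = inhibition above the mean of all tested compounds plus 3 SD, cut at about 70% in these data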;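 also: 0% = DMSO with NR2E3 transfected cells and 100% = cells lacking NR2E3 construct; higher means lower luciferase signal from less NR2E3 corepressor binding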
# CaV13 ICDI inh – Disruptors of the CACNA1D IQ motif to Ca2+-dependent inactivation inhibitor domain association, primary screening, Förster resonance energy transfer in intact living … | HEK cells, CFP/YFP FRET ICDI-IQ, plate reader, 10 min; percent FRET-ratio fall versus neutral wells | inhibition, % at 12.3 µM | 0.098% of 340,000 active | AID 743397;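 active = mean replicate inhibition of at least 30% and at least 1% of replicates passing that level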;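 also: 0% = median of the neutral control wells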
# HIF-2a inh – inhibitors of HIF-2a. 786-0 RCC cells HIF-2a reporter, luciferase luminescence, overnight. AID 624352. inhibition, % at 18.8 µM. 0.72% of 360,000 active;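 active = inhibition of the luminescence signal of 40% or more relative to plate controls, in a single-dose primary screen at 18.75 µM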
# aDG glyco act – increases alpha dystroglycan glycosylation | 0.22% of 360,000 active | AID 624168 | Pro5-aDG cells, alpha-DG glycosylation AlphaScreen (IIH6); 0% Pro5, 100% B10-LARGE cell signal | activation, % at 10 µM;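 active = activation of at least 8% versus controls, or a plate z-score of at least 8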;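 also: Pro5 are CHO cells carrying HIG-tagged alpha-DG that lacks glycosylation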
# hiPSC survival – hiPSC single-cell survival enhancement; survival enhancement, % at 20 µM; ATPlite luminescence; 100% = ROCK inhibitor wells, 0% = DMSO; 0.044% of 360,000 active; AID 602274; in the data active = survival enhancement above about 18%;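 also: cells exposed to compounds for 16 hours before the ATP read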
# * marks the source's active call; other numbers are inactive results; x = no result given. Rows are unselected (roughly 3.5% active in at least one column).
# A first look:
SMILES,PDI inh,TRPM1 prom inh,NR2E3 ag-1,Vif inh,Peg3 promoter,Granule exo inh,NR2E3 ag-2,CaV13 ICDI inh,HIF-2a inh,aDG glyco act,hiPSC survival
Cc1ccc(-n2nnc(-c3cnc4ccccc4c3)n2)cc1,-1,7,2,14,-166,22,-119,-5,-115,0.4,-3.7
Cc1nn(C)cc1S(=O)(=O)N1CCN(Cc2ccc(F)cc2Cl)CC1,-5,7,-1,1,4,-5,6,-5,7,0.2,-0.5
CCCCOc1ccc(CSCCN)cc1Cl,7,-15,-1,0,-77,-12,-51,-4,7,0.0,-0.6
CC(C)CCNC(=O)C(c1ccco1)N(Cc1ccc(F)cc1)C(=O)c1snc(C(N)=O)c1N (stereo not given),-4,8,0,-4,19,-3,-6,-7,4,0.1,-0.3
COCCN1C=C2C(=O)C(C)(OC(=O)c3cccs3)C(=O)C=C2C=C1CCCC(=O)OC (stereo not given),-3,-12,5,x,4,2,-13,-11,6,-0.1,7.0
O=C(CCc1nnc2ccc(NCc3ccco3)nn12)N1CCN(c2ccccc2)CC1,0,-4,5,0,-2,2,-8,-15,16,-0.1,0.6
CCN(CC)S(=O)(=O)N1CCN(S(=O)(=O)N2CCOCC2)CC1,1,-10,5,1,10,-2,-11,1,16,0.1,0.9
Cc1noc(C)c1S(=O)(=O)Nc1ccc2c(c1)C(=O)N([C@H](C)CO)C[C@H](C)[C@@H](CN(C)C(=O)CCCN(C)C)OCCCC[C@@H](C)O2,-2,x,x,-7,-12,-2,-8,-2,1,0.1,-0.7
COc1ccc(NC(=O)c2ccc(-c3csc(C)n3)cc2)cc1,-31,-25,5,-14,-208,10,-73,-5,-163,-0.1,-0.6
OC(CNCC1COc2ccccc2O1)COc1ccc(Cl)cc1 (stereo not given),-2,-9,2,37,5,18,15,-20,4,-0.1,-0.5
COc1ccc(CN(Cc2nc3ccccc3c(=O)[nH]2)C(=O)C(C)(C)C)cc1,-5,-9,0,7,16,6,-12,-3,11,0.0,-2.6
CC(C)(C)NC(=O)COC(=O)c1nsc(Cl)c1Cl,-10,-1,6,2,14,4,-14,-6,11,0.3,-2.4
Cc1ccc(C)c2nc(SCC(=O)NCc3cccs3)c(C#N)cc12,-6,10,4,-4,7,0,5,x,6,0.4,1.5
COc1ccc(C(CNC(=O)c2ccc(-c3cccc(C(F)(F)F)c3)o2)N2CCOCC2)cc1 (stereo not given),-2,-12,-2,11,13,9,-8,-15,15,0.3,0.9

# The listing, previewed entries included:
SMILES,PDI inh,TRPM1 prom inh,NR2E3 ag-1,Vif inh,Peg3 promoter,Granule exo inh,NR2E3 ag-2,CaV13 ICDI inh,HIF-2a inh,aDG glyco act,hiPSC survival
Cc1ccc(-n2nnc(-c3cnc4ccccc4c3)n2)cc1,-1,7,2,14,-166,22,-119,-5,-115,0.4,-3.7
Cc1nn(C)cc1S(=O)(=O)N1CCN(Cc2ccc(F)cc2Cl)CC1,-5,7,-1,1,4,-5,6,-5,7,0.2,-0.5
CCCCOc1ccc(CSCCN)cc1Cl,7,-15,-1,0,-77,-12,-51,-4,7,0.0,-0.6
CC(C)CCNC(=O)C(c1ccco1)N(Cc1ccc(F)cc1)C(=O)c1snc(C(N)=O)c1N (stereo not given),-4,8,0,-4,19,-3,-6,-7,4,0.1,-0.3
COCCN1C=C2C(=O)C(C)(OC(=O)c3cccs3)C(=O)C=C2C=C1CCCC(=O)OC (stereo not given),-3,-12,5,x,4,2,-13,-11,6,-0.1,7.0
O=C(CCc1nnc2ccc(NCc3ccco3)nn12)N1CCN(c2ccccc2)CC1,0,-4,5,0,-2,2,-8,-15,16,-0.1,0.6
CCN(CC)S(=O)(=O)N1CCN(S(=O)(=O)N2CCOCC2)CC1,1,-10,5,1,10,-2,-11,1,16,0.1,0.9
Cc1noc(C)c1S(=O)(=O)Nc1ccc2c(c1)C(=O)N([C@H](C)CO)C[C@H](C)[C@@H](CN(C)C(=O)CCCN(C)C)OCCCC[C@@H](C)O2,-2,x,x,-7,-12,-2,-8,-2,1,0.1,-0.7
COc1ccc(NC(=O)c2ccc(-c3csc(C)n3)cc2)cc1,-31,-25,5,-14,-208,10,-73,-5,-163,-0.1,-0.6
OC(CNCC1COc2ccccc2O1)COc1ccc(Cl)cc1 (stereo not given),-2,-9,2,37,5,18,15,-20,4,-0.1,-0.5
COc1ccc(CN(Cc2nc3ccccc3c(=O)[nH]2)C(=O)C(C)(C)C)cc1,-5,-9,0,7,16,6,-12,-3,11,0.0,-2.6
CC(C)(C)NC(=O)COC(=O)c1nsc(Cl)c1Cl,-10,-1,6,2,14,4,-14,-6,11,0.3,-2.4
Cc1ccc(C)c2nc(SCC(=O)NCc3cccs3)c(C#N)cc12,-6,10,4,-4,7,0,5,x,6,0.4,1.5
COc1ccc(C(CNC(=O)c2ccc(-c3cccc(C(F)(F)F)c3)o2)N2CCOCC2)cc1 (stereo not given),-2,-12,-2,11,13,9,-8,-15,15,0.3,0.9
C/C(=N\Nc1nc2ccccc2[nH]1)c1ccc([N+](=O)[O-])cc1,-6,-11,-1,43,35,5,-5,-17,-36,-0.3,-0.8

# By substructure, those above containing a tert-butyl group.
SMILES,PDI inh,TRPM1 prom inh,NR2E3 ag-1,Vif inh,Peg3 promoter,Granule exo inh,NR2E3 ag-2,CaV13 ICDI inh,HIF-2a inh,aDG glyco act,hiPSC survival
COc1ccc(CN(Cc2nc3ccccc3c(=O)[nH]2)C(=O)C(C)(C)C)cc1,-5,-9,0,7,16,6,-12,-3,11,0.0,-2.6
CC(C)(C)NC(=O)COC(=O)c1nsc(Cl)c1Cl,-10,-1,6,2,14,4,-14,-6,11,0.3,-2.4

# (cont.)
SMILES,PDI inh,TRPM1 prom inh,NR2E3 ag-1,Vif inh,Peg3 promoter,Granule exo inh,NR2E3 ag-2,CaV13 ICDI inh,HIF-2a inh,aDG glyco act,hiPSC survival
O=C(CCN1C(=O)C2CC=CCC2C1=O)Nc1ccc(S(=O)(=O)N2CCCCC2)cc1 (stereo not given),-3,3,x,16,0,-4,-9,-2,12,-0.2,0.9
O=C(NC1(C(=O)O)CCCC1)c1ccccc1,-3,-2,x,-4,-2,-8,-8,-7,14,0.6,3.5
CC1(C)CC(NC(=O)C2CCCCC2C(=O)O)CC(C)(C)N1 (stereo not given),1,3,4,3,9,0,-8,-5,18,-0.2,-0.1
O=C(CCCN1C(=O)/C(=C/c2ccccc2Cl)SC1=S)N1CCCC1,-36,21,3,-4,35,16,4,-7,59*,0.3,-0.4
O=C(COC(=O)c1ccc2c(c1)OCO2)Nc1ccccc1OC(F)F,-10,5,x,-6,-7,0,2,-5,10,0.3,0.5
Cc1cccc2c(CC(=O)Nc3ccccc3)noc12,1,-1,0,8,0,1,-7,-5,6,-0.4,1.1
CCCOc1ccc(-c2nnc(-c3cccs3)o2)cc1,-40,-35,-5,5,-189,0,-185,-2,-63,0.1,-5.2
O=C(NCCCN1CCCC1=O)c1cc(=O)c2ccccc2o1,3,15,5,1,10,-1,-18,x,12,0.0,-1.7
CCOc1cc(C2NC(=O)CCC2[N+](=O)[O-])cc(Br)c1OC (stereo not given),-8,-3,-1,-10,1,-4,-6,-5,7,-0.1,-0.6
COc1cc(/C=N/NC(=O)CCC(=O)Nc2ccc(C)cc2)ccc1O,15,-14,2,-2,-6,0,3,-6,15,-0.2,2.7
CC(=O)c1c(COC(=O)c2cccc(C)c2)nc2ccccc2[n+]1[O-],-1,11,6,-7,10,-1,-16,-5,7,-0.1,-0.3
Fc1ccccc1CSc1ncnc2c1oc1ccccc12,-4,-29,0,-3,-33,-3,-13,x,-72,0.2,-1.4
C=CCn1c(SCC(=O)N2CCc3ccccc3C2)nc2ccccc2c1=O,7,-9,2,-17,9,-1,12,-5,7,3.1,0.9
Cc1nn(CC(C)C)c(Cl)c1C(=O)N(c1ccc(Cl)cc1F)S(C)(=O)=O,13,4,2,-6,20,5,-15,-8,-13,0.1,-0.3
CCOc1ccc(CN(C)C(=O)CCNC(=O)c2ccco2)cc1,0,-4,0,-7,-29,6,1,-14,-13,0.3,0.0
Cc1[nH]c2ccccc2c1C(=O)C(C)OC(=O)c1ccc(NC(=O)CC#N)cc1 (stereo not given),-1,2,2,-3,2,9,26,-6,4,-0.1,-0.3
COc1ccc(CC(=O)Nc2ccc(S(=O)(=O)Nc3nccc(C)n3)cc2)cc1,-10,8,-3,6,5,-2,-18,x,7,0.0,-0.4
COc1ccc(C(=O)N2CCc3cc(OC)c(OC)cc3C2)cc1OC,3,10,1,x,5,0,-20,-4,22,-0.1,-2.5
Cc1cc2c(N)cccc2nn1,-1,13,-5,-6,14,0,-47,-4,21,0.4,1.0
CCCCCc1nc2ccccc2c(=O)n1N,0,-13,0,16,-8,-2,-6,x,6,-0.1,-1.7
CCOC(=O)CN(C(=O)COc1nc(-c2ccccc2)cc(C)c1C#N)c1ccccc1C,-3,x,1,30,28,-15,16,-5,15,0.0,-0.3
C/C(=C\C(=O)c1ccc(C)cc1)Nc1cccc(O)c1,-9,-73,1,-13,-375,-2,-15,x,-305,-0.1,-0.5
NS(=O)(=O)c1ccc(CNC(=O)c2ccc(NS(=O)(=O)c3ccc4[nH]c(=O)[nH]c4c3)cc2)cc1,-7,-4,-3,16,6,3,-13,-6,2,0.1,0.3
O=C1CN(C(=O)/C=C/c2ccccc2)CCN1,-2,-2,3,37,7,-3,-11,-20,8,0.0,-0.7
COc1ccccc1C(=O)Nc1ccc(S(=O)(=O)N2CCCCC2)cc1,-1,5,2,21,1,-10,3,-7,11,-0.1,-0.5
O=C1N[C@@H](c2ccccc2)COC(=O)[C@H](Cc2ccc(F)cc2)CC/C=C/C[C@H]1CC(=O)N(CCO)Cc1ccccc1,21,4,x,3,28,3,-19,-4,-20,0.1,-2.3
CC1(C)Cc2c(sc3ncn4nc(CCC(=O)O)c(=O)nc4c23)CO1,11,-2,1,8,-1,1,-16,-4,9,-0.1,1.6
COC(=O)c1c(N)c(C#N)c2n1CCCCC2,-2,6,2,7,4,1,-8,-9,1,-0.2,5.6
COc1cccc(/C=N/NC(=O)CCCC(=O)Nc2ccc(Br)cc2)c1,-1,-3,-2,14,-8,-6,-16,-4,-2,0.7,0.2

# Screening data as filed in PubChem.
